Wnt act: activators of Wnt/beta-catenin signaling. Wnt/beta-catenin reporter cell assay, activator, plate reader. activation, % at 9.35 µM. 300,000 compounds, 1.2% hits. AID 743398; in the data active = activation above about 30%, passing the limit was not always enough; inconclusive = no clear call, values can overlap the other calls;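 also: 0% = neutral control wells and 100% = positive control wells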
NSD2 HMT inh: blocks human histone methyltransferase NSD2; O96028; NSD2 peptide methylation, AlphaScreen, 120 min; inhibition, % at 12.5 µM; 310,000 compounds, 0.54% hits; AID 743445; in the data active = inhibition above about 50%
dFosB act: activators of mouse delta FosB homodimer | P13346 | purified delta FosB, TAMRA-CDK5 oligo fluorescence polarization; percent of positive-control signal above neutral wells | activation, % at 25 µM | 340,000 compounds, 0.99% hits | AID 493131;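 active = mean activation above about 17%, with every replicate also reaching it, limit read from the data, passing the limit was not always enough; inconclusive = only one of the two conditions met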;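 also: fluorescence polarization rise as delta FosB binds a TAMRA Cdk5 AP-1 oligo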
Target sequence (P13346 whole entry, looked up): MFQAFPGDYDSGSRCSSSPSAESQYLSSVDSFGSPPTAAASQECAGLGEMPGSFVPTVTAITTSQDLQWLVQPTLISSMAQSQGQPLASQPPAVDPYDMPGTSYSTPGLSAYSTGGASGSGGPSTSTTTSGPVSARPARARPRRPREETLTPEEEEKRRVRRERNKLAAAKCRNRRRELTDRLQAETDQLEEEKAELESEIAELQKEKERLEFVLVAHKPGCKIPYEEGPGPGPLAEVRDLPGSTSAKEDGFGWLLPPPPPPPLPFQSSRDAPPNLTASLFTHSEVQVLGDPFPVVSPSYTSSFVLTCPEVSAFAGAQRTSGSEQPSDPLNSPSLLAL
V-ATPase pHluor: yeast V-ATPase proton transport regulation by pHLuorin | S. cerevisiae, pHLuorin cytosolic pH fluorescence | response, % at 10 µM | 350,000 compounds, 0.37% hits | AID 504577; in the data active = response mostly above about 7.3%, no sharp cut-off; inactive = mostly below about 5.4%; also: actives read high; inactives centre near 0; some compounds called inactive have numbers as strong as hits; reference of the scale not given here
PvdQ acylase: blocks Pseudomonas aeruginosa PvdQ acylase activity; purified PvdQ acylase, fluorescence plate reader; inhibition, % at 10 µM; 340,000 compounds, 0.063% hits; in the data active = inhibition above about 30%, passing the limit was not always enough; inconclusive = no clear call, values can overlap the other calls;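 also: 0% = vehicle neutral wells and 100% = reference inhibitor wells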
CDK5 inh: CDK5/p35 (human) kinase inhibition; Q00535+Q15078; Recombinant CDK5/p35, ADP-Glo luminescence, 60 min; inhibition, % at 10 µM; 330,000 compounds, 0.01% hits; AID 488839;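 active = highest replicate inhibition of at least 50% and at least 75% of replicates reaching 50%; inconclusive = only one of the two criteria met; inactive = both criteria failed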;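 also: plate controls were DMSO neutral control for no effect and GW8510 at 10 µM for full effect; many of its hits are not listed in these tables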
MITF TRPM1 HTS: increases MITF-driven TRPM1 promoter luciferase signal; activation, % at 12.5 µM; AID 588334; 300,000 compounds, 0.75% hits; SK-MEL-5 TRPM1-promoter luciferase, 24 h; % of positive control, neutral wells = 0;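 active = mean activation of at least 80% with every replicate also reaching 80%; inconclusive = mean reaches 80% but some replicate falls short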;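 also: 0% = neutral control wells and 100% = parthenolide positive control wells; values of inactives mirror those of a sister screen read the other way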
HTR5A inv ag: HTR5A inverse agonism, opioid heterodimer counter-screen. inhibition, % at 9.3 µM. 340,000 compounds, 0.083% hits. HTR5A cell line, luminescence; in the data active = inhibition mostly above about 23%, no sharp cut-off; inactive = mostly below about 18%;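 also: 0% = cells with DMSO and 100% = no-cell wells with DMSO; some compounds called inactive have numbers as strong as hits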
Target sequence (P47898 whole entry, looked up): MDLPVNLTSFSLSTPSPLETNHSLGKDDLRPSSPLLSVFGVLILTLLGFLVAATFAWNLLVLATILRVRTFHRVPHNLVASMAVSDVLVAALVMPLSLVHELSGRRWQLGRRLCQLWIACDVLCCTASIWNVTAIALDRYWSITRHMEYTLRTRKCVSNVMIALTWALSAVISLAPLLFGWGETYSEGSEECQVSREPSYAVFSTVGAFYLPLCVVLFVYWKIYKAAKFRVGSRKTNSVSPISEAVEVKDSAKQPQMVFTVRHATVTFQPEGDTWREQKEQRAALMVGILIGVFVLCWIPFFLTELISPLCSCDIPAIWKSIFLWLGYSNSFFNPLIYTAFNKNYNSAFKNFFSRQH
HTR5A ag ctr: HTR5A agonism, opioid heterodimer counter-screen; P47898; HTR5A agonist assay, luminescence, cell-based; activation, % at 9.3 µM; 340,000 compounds, 0.61% hits; in the data active = activation mostly above about 9.5%, no sharp cut-off; inactive = mostly below about 7.6%;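 also: 0% = cells with vehicle only and 100% = reference agonist; strong numbers were not always called active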
SR-BI DiI inh: blocks mouse SR-BI lipid uptake from DiI-HDL; AID 488896; ldlA[mSR-BI] CHO cells, DiI-HDL uptake fluorescence, 3 h; inhibition, % at 12.5 µM; Q61009; 320,000 compounds, 0.96% hits;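 active = mean replicate inhibition of at least 70% and a set share of replicates each scoring 70 or more; inconclusive = meets just one of the two criteria; inactive = fails both criteria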;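 also: 0% = median of neutral control wells and 100% = median of positive control wells; values of inactives mirror those of a sister screen read the other way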
Active calls of the source: *; ? = inconclusive; / = no result given.

SMILES	Wnt act	NSD2 HMT inh	dFosB act	V-ATPase pHluor	PvdQ acylase	CDK5 inh	MITF TRPM1 HTS	HTR5A inv ag	HTR5A ag ctr	SR-BI DiI inh
O=C1C(=O)N(CCN2CCOCC2)C(c2cccnc2)/C1=C(/O)c1ccc(Cl)cc1 (centres undefined)	-1	-1	2	-3	-13	-0.2	2	-16	2	-15
CC(=O)Nc1ccc(C(=O)N(C)c2ccccc2)cc1	/	-1	6	-3	3	5.0	-3	13	-4	8
CC(C)(C)n1nnnc1C(c1ccncc1)N(Cc1ccccc1)Cc1ccco1 (centres undefined)	-3	6	-22	-2	-4	0.3	-7	10	1	1
CC[C@@H](C)[C@@H]1CN([C@@H](C)CN2CCC[C@H]2CN2C(N)=NC[C@@H]2Cc2ccccc2)C(=N)N1CCCC1CCCC1	-4	/	9	4	-3	3.0	3	-8	-4	-11
CC1(C)CC(=O)C(N=Nc2cccc([N+](=O)[O-])c2)=C(O)C1	24	1	-6	0	-9	0.8	/	-6	6	5
CCOC(=O)N1CCC(N2C(=O)c3ccc(C(=O)NCc4ccco4)cc3C2=O)CC1	-2	/	-7	2	5	-0.7	/	-10	-4	-6
Cc1cc(Cl)ccc1OCCCC(=O)NCCN1C(=O)S/C(=C\c2cccnc2)C1=O	7	0	-11	-1	-11	0.7	35	-1	0	1
O=C(O)CCCC(=O)N1N=C(c2ccccc2)CC1c1ccc2nccnc2c1 (centres undefined)	/	-1	-3	0	-6	-4.2	4	-1	-4	2
COc1ccc(NC(=O)CSCc2cc(=O)n3nc(C4CC4)sc3n2)cc1	4	-4	-5	0	-6	-1.4	-3	-6	0	0
CN(C(=O)COC(=O)CN1C(=O)c2ccccc2C1=O)c1c(N)n(Cc2ccccc2)c(=O)[nH]c1=O	-2	1	6	-3	4	-1.2	5	0	0	-4
CC(C)(CO)NS(=O)(=O)c1ccc2c(c1)C(=O)c1cc(S(=O)(=O)NC(C)(C)CO)ccc1-2	2	2	-1	-1	-10	-6.9	2	-5	2	-20
COc1cc(/C=C/C(=O)O)ccc1S(=O)(=O)N1CCCc2ccccc21	-5	1	-9	-1	3	-2.2	-4	3	-1	-21
NCCNc1ccc([N+](=O)[O-])c(NC2CC2)c1	-3	5	-5	-1	7	0.5	-10	-9	2	4
Cc1cc(C)c2nc(-c3ccccn3)cc(C(=O)NCc3ccc(S(N)(=O)=O)cc3)c2c1	-6	1	65*	-2	0	0.2	-42	/	/	10
O=C(Nc1sccc1C(=O)N1CCOCC1)c1cccnc1	-2	-5	-4	-6	-17	1.5	0	-1	4	11
Cc1onc(-c2ccccc2Cl)c1C(=O)N(C)CC(=O)Nc1ccc(F)c(F)c1F	-1	-1	-2	1	-8	-0.2	-1	15	0	26
O=S(=O)(Oc1ccccc1)c1cccnc1	-1	-3	1	4	-12	-5.5	-2	-16	6	-26
CNc1nc(C23CC4CC(CC(C4)C2)C3)cs1	-3	6	-4	-4	-7	-0.9	-2	15	-1	6
COc1ccccc1CNC(=O)COC(=O)c1ccc(Cl)nc1	2	1	3	3	3	1.0	5	14	-3	4
CCCCC(=O)Nc1sc2c(c1C(=O)OCC)CCC(C=O)=C2Cl	/	/	-15	-4	-6	0.5	1	4	12*	67
CCOC(=O)c1cc2c(=O)n3cccc(C)c3nc2n(CCOC)c1=NC(C)=O	2	1	-13	-1	-11	0.2	/	/	/	-5
Cc1cccc(C)c1OCc1cc(C(=O)N2CCN(C3CCCC3)CC2)no1	9	-4	-9	-5	-18	0.8	28	-3	1	4
Cc1ccc(S(=O)(=O)/N=C(/Nc2c(C)n(C)n(-c3ccccc3)c2=O)c2ccccc2)cc1	-1	-2	-4	4	-14	-0.2	2	2	-1	-13
Cc1c(C(=O)Oc2cccc3cccnc23)cccc1[N+](=O)[O-]	6	1	-5	-2	-5	1.9	-3	1	3	/
COc1ccc(C(=O)[C@@H]2CC[C@](C)(C(=O)O)C2(C)C)cc1	-2	/	1	4	-6	0.3	4	18	9	-26
COc1ccccc1CN1CCCC(N2CCN(c3ccccc3OC)CC2)C1 (centres undefined)	-3	1	-2	-1	-8	-0.5	-10	-18	6	2
Cc1cc2[nH]c(=O)c(=O)[nH]c2cc1S(=O)(=O)NC1CCCCC1C (centres undefined)	/	/	-5	-2	10	3.3	6	2	-1	-7
O=C1CCCN1CCCNCCCn1cnc2c(OCc3ccccc3)ncnc21	-2	/	-10	-3	-13	-1.0	-6	-16	4	/
CCN(CC(=O)NCc1ccc(Cl)cc1)C(=O)c1cnc(Cl)c(Cl)c1	-3	0	5	3	-5	1.6	-6	2	4	/
COc1ccc2[nH]c3c(N4CCC(O)(c5cccc(C(F)(F)F)c5)CC4)ncnc3c2c1	-11	1	8	1	1	-0.4	-35	-30	4	14
O=C(NCCc1cccc(C(F)(F)F)c1)C1CCC(=O)N(CCc2cccc(F)c2)C1 (centres undefined)	-3	-1	-7	0	-7	-2.4	16	14	3	12
Cc1ccc(C(C)C)cc1S(=O)(=O)NCc1ccccn1	-2	-2	-1	-1	-15	-1.2	/	-17	4	-4
CCOc1ccc2nc(SCC(=O)c3ccccc3)sc2c1	8	/	3	0	-8	0.2	60	-21	1	7
O=c1n(-c2ccccc2)c(=O)n2n1CC(O)C2	0	-1	6	2	-6	0.1	0	-3	1	-27
COc1ccc(CC(=O)N/N=C/c2ccc(Cl)s2)cc1OC	-1	-1	1	-2	2	1.3	8	-12	4	-13
N/C(=N\OC(=O)Cc1ccccc1)c1ccncc1	3	-1	-3	12	-9	-0.2	2	16	-6	-14
CNC(=O)CN1C(=O)NC2(CCc3ccccc3C2)C1=O (centres undefined)	25	-1	6	0	-1	1.1	-6	3	-4	4
CCCCCCOc1ccc(N2C(=O)CC(NCCc3ccc(S(N)(=O)=O)cc3)C2=O)cc1 (centres undefined)	/	0	1	2	-11	3.4	-5	-18	4	15
CCOc1ccc(CN2CCNC(=O)C2CC(=O)NCc2csc(C(C)C)n2)cc1 (centres undefined)	-2	3	-8	-6	-2	-0.4	-13	11	4	3
Nc1nc2n(n1)C(c1ccco1)CC(c1ccccc1)N2 (centres undefined)	-2	2	2	-2	4	-0.4	-2	-9	4	-32
COc1ccc(-c2ccc(C3C(C#N)=C(N)Oc4n[nH]c(C)c43)o2)cc1 (centres undefined)	/	7	-18	-3	-7	1.3	7	-4	2	10
O=C(CS(=O)(=O)Cc1ccccc1)Nc1nc2c(s1)CCCC2	0	-9	-4	-3	-12	-1.5	-1	5	-3	0
COc1ccc(C(=O)N/N=C\c2coc3ccc(Cl)cc3c2=O)cc1	1	1	-8	-2	0	1.4	-11	-1	0	0
COc1ccc(N(CC(=O)Nc2cc(Cl)ccc2OC)C2=NC3CS(=O)(=O)CC3S2)cc1 (centres undefined)	-5	/	5	0	-11	-0.1	/	12	-4	1
CCNC(=S)NCc1ccc(Cl)cc1	-1	11	-4	2	-13	-1.8	13	-14	0	-4
CCCC(=O)Nc1ccc2nn(-c3ccc(OC)cc3)nc2c1	-1	-3	-11	1	-42	0.6	76	14	-4	39
COc1ccc(C(=O)NC(C(=O)N2CCc3ccccc32)C(C)C)cc1 (centres undefined)	/	-1	1	0	-1	0.3	-2	10	1	3
Cc1ccc(CNC(=O)CCC(=O)N2CC(C)Oc3ccc(Cl)cc32)cc1 (centres undefined)	-1	/	-10	3	-11	1.8	3	-12	4	4
COc1ccc(CNC(=O)N2CCN(c3cccc(C)c3C)CC2)cc1OC	-2	1	0	-2	-10	0.8	-22	-4	1	35
Cc1ccc(NC(=O)CN2CCOCC2)cc1C	4	-2	-1	1	-8	-0.8	14	-6	2	-190
C#CCOCCOCCOCCNc1nc(N2CCOCC2)nc(N2CCN(C(=O)[C@H](Cc3ccc(O)cc3)n3cc(CCO)nn3)CC2)n1	-1	/	-1	-2	-10	0.5	-3	-17	3	-15
Cc1ccccc1CS(=O)(=O)CCC(=O)NCc1ccc(F)cc1Cl	0	-3	3	-2	-6	-0.5	-11	-4	3	10
COc1ccccc1/C=C/C=N/NC(=O)CC1C(=O)NN=C1C (centres undefined)	3	-1	1	-1	-15	0.4	-21	8	2	27
Cc1ccc(C2C(C#N)=C(N)Oc3n[nH]c(-c4ccccc4)c32)o1 (centres undefined)	/	/	-7	4	-15	1.6	-6	19	-8	25
CC(C)N(Cc1nccn1C)C(=O)CC1C(=O)NCCN1Cc1ccc(F)c(F)c1 (centres undefined)	1	0	-4	-5	-2	1.0	10	-13	5	-5
CCN1C(=O)N[C@@H](c2cccc(C(F)(F)F)c2)[C@@H](C(=O)OC)[C@H]1C	-1	/	-10	-3	-14	-0.8	3	-8	3	-32
CC(OC(=O)C1CCN(c2ccc(C(F)(F)F)cn2)CC1)C(=O)c1ccccc1 (centres undefined)	-1	-5	-1	-6	13	1.3	-5	14	1	18
CN(C)CCCN=Cc1c(O)n(Cc2ccccc2)c(=O)c2ccccc12	/	18	9	0	2	-0.7	8	18	3	-2
CCOC(=O)C1C(c2ccc(O)cc2)NC(=O)NC1(O)C(F)(F)F (centres undefined)	1	3	6	-3	-12	0.6	/	-10	3	-1
O=[N+]([O-])c1ccc(/C=C/C2=NN(c3ccccc3)C(c3ccco3)C2)cc1 (centres undefined)	3	-1	-1	-11	-1	0.7	16	6	-3	41
(list continues)
SMILES	Wnt act	NSD2 HMT inh	dFosB act	V-ATPase pHluor	PvdQ acylase	CDK5 inh	MITF TRPM1 HTS	HTR5A inv ag	HTR5A ag ctr	SR-BI DiI inh
CCOc1c(Cl)cc(CNCc2ccncc2)cc1OC	-1	-3	-3	1	-17	2.9	-8	1	-3	1
FC(F)(F)c1cnc(Nc2ccc(N3CCOCC3)cc2)c(Cl)c1	2	21	0	-2	-14	1.3	12	-23	8	64
Cn1cccc1C(=O)OCc1cc(Cl)cc2c1OCOC2	73*	2	-5	2	-6	-2.2	69	2	1	52
COc1cccc(CN2CC(C(=O)NCCCc3ccncc3)CCC2=O)c1 (centres undefined)	0	-2	-2	2	-6	1.2	-4	-7	0	-11
C=CCC[C@@H](Cc1ccc(F)cc1)C(=O)OC[C@H](C)NC(=O)[C@H](CC=C)CC(=O)N(CCO)Cc1ccccc1	0	/	-14	-2	-13	-2.7	-4	4	0	38
CNC(=O)c1sccc1Oc1ccc(F)cc1[N+](=O)[O-]	-1	0	?	1	-11	0.3	1	-3	1	7
O=C(Nc1ccc2c(c1)OCO2)c1ccccn1	46*	5	0	-2	2	2.0	58	-23	8	-25
CC(C)CCN(C(=O)Cc1ccccc1F)c1c(N)n(Cc2ccccc2)c(=O)[nH]c1=O	4	/	0	-1	-3	-0.3	2	0	3	-11
COc1ccccc1C1=CC(=O)C[C@H](c2ccc(F)cc2)C1	-3	/	3	-1	2	-0.6	-6	-7	-1	10
Cc1ccc(S(=O)(=O)NCCC(=O)Nc2ncccc2O)cc1C	-1	0	2	-3	-8	-0.8	4	10	-1	-15

Records listed above marked active in dFosB act:
compound	Wnt act	NSD2 HMT inh	dFosB act	V-ATPase pHluor	PvdQ acylase	CDK5 inh	MITF TRPM1 HTS	SR-BI DiI inh
Cc1cc(C)c2nc(-c3ccccn3)cc(C(=O)NCc3ccc(S(N)(=O)=O)cc3)c2c1	-6	1	65*	-2	0	0.2	-42	10

Compound activity as filed in PubChem.
